High-throughput results (PubChem BioAssay)
BoNT A protease – inhibitors of Botulinum neurotoxin A light chain protease | hit rate 0.17% among 360,000 | AID 588499 | inhibition, % at 10 µM | multiplex microsphere protease substrate cleavage, flow cytometry; note: plate controls were buffer without enzyme for full effect and enzyme alone for no effect
MazF activator – activators of E. coli MazEF toxin-antitoxin RNase; activation, % at 20 µM; P0AE70; AID 504720; FAM/BHQ RNA-DNA oligo cleavage fluorescence, 5 h; hit rate 0.32% among 350,000; in the data active = activation above about 50%
VHR inh abs – DUSP3 (human) phosphatase inhibition | AID 1654 | recombinant VHR phosphatase, pNPP absorbance | inhibition, % at 13.3 µM | hit rate 0.52% among 290,000; in the data active = inhibition above about 50%; note: some compounds called inactive have numbers as strong as hits
Target sequence (P51452 whole entry, looked up): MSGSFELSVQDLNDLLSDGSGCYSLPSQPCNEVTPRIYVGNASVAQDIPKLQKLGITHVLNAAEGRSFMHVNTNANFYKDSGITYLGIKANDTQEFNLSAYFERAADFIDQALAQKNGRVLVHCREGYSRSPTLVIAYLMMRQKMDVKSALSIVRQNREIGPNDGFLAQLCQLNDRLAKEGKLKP
PrPC TRFRET – cell surface PrPC inhibition, primary TR-FRET screen; P04156; TR-FRET read-out; inhibition, % at 13.8 µM; hit rate 0.43% among 370,000; in the data active = inhibition above about 24%; note: 0% = median of the test wells and 100% = reference compound wells
BoNT F protease – inhibitors of Botulinum neurotoxin F light chain protease; AID 588497; inhibition, % at 10 µM; hit rate 0.22% among 360,000; Multiplex microsphere protease cleavage assay, flow cytometry; in the data active = inhibition above about 35%, passing the limit was not always enough; inconclusive = no clear call, values can overlap the other calls; note: plate controls were buffer without enzyme for full effect and enzyme alone for no effect
SSB-PriA inh – K. pneumoniae PriA-SSBct interaction inhibition. AlphaScreen SSBct-PriA binding, biotinylated peptide. inhibition, % at 33 µM. hit rate 0.6% among 430,000; in the data active = inhibition mostly above about 37%, no sharp cut-off; inactive = mostly below about 20%;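 note: plate controls were negative control peptide for no effect and reference peptide for full effect; strong numbers were not always called active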
Rv3671c inh – inhibits the M. tuberculosis serine protease Rv3671c; inhibition, % at 5.96 µM; P9WHR9; hit rate 0.048% among 320,000; AID 2606; in the data active = inhibition above about 38%;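 note: extracellular domain of Rv3671c used as enzyme; 0% = enzyme with DMSO and 100% = no enzyme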
Anthrax LF inh2 – inhibitors of Bacillus anthracis lethal factor protease; inhibition, % at 10 µM; AID 588501; hit rate 0.12% among 360,000; multiplex microsphere protease cleavage assay, LF; note: plate controls were buffer without enzyme for full effect and enzyme alone for no effect
Target sequence (P15917 whole entry, looked up): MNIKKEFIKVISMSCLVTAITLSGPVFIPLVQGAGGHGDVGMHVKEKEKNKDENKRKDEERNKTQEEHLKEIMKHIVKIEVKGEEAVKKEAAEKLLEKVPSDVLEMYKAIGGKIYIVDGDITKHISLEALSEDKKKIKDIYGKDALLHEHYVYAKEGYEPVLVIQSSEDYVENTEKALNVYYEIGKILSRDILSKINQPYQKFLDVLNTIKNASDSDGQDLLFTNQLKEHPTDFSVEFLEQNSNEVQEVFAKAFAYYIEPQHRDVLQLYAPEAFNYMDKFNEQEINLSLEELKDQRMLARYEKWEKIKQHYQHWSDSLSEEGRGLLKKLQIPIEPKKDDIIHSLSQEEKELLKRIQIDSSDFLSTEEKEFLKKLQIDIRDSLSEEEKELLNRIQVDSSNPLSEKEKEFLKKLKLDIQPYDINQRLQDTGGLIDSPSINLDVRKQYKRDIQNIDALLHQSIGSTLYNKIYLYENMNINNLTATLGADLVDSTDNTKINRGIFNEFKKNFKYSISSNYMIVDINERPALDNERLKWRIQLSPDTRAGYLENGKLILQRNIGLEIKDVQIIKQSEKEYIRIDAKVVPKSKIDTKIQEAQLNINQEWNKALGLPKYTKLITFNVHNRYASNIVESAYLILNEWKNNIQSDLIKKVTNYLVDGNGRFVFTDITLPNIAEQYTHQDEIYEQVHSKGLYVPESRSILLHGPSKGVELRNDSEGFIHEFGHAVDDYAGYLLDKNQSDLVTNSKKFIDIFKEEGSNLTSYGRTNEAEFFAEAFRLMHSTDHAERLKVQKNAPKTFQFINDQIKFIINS
CCHFV vOTU inh – CCHFV vOTU protease inhibition. Pep-AMC fluorescence. inhibition, % at 11.5 µM. hit rate 0.55% among 370,000; in the data active = inhibition above about 30%; note: 0% = vehicle wells with enzyme and 100% = no enzyme wells
SARS 3CLpro inh – SARS-CoV 3CLpro protease inhibition; P0C6X7; recombinant SARS-CoV 3CLpro, quenched FRET peptide cleavage; hit rate 0.14% among 290,000; inhibition, % at 6 µM; in the data active = inhibition above about 12%
* hit, by the source's call; u = inconclusive; x = not tested or not shown. Cut-off read from the data, not from the text of the source, unless noted: active = inhibition above about 30%; inconclusive = no clear call, values can overlap the other calls; inactive = below that.

canonical_smiles | BoNT A protease | MazF activator | VHR inh abs | PrPC TRFRET | BoNT F protease | SSB-PriA inh | Rv3671c inh | Anthrax LF inh2 | CCHFV vOTU inh | SARS 3CLpro inh
COc1ccc(C(=O)Nc2nc(N3C(=O)c4ccccc4C3=O)n(-c3ccccc3)n2)cc1 | -0.3 | 0 | 6 | -1 | 1 | -2 | -8 | 0 | -2 | 1
COc1cc(/C=N/NC(N)=O)ccc1OC(=O)c1ccco1 | 0.7 | 2 | 12 | -10 | 1 | x | 5 | -4 | 14 | 1
Cn1c(=NC(=O)CSCC(=O)N2CCCCC2)sc2ccccc21 | -0.4 | 7 | 0 | -4 | -13 | -5 | 4 | -2 | 5 | 6
COc1cc(/C=N/n2cnnc2)ccc1OCCOc1ccccc1 | 1.2 | 12 | 14 | 0 | 21 | x | 5 | 4 | -5 | -1
O=C(OCC(=O)N1CCc2ccccc21)[C@@H]1CCCN1S(=O)(=O)c1ccccc1F | 0.3 | -6 | x | 6 | 2 | 2 | -2 | 8 | 9 | x
CN1CCc2c(c(N3CCCCC3)nc3n[nH]c(N)c23)C1 | u | -6 | 5 | -7 | -3 | 7 | -9 | -1 | -10 | -4
OCCCCCN=c1cc(-c2ccccc2)oc2ccc(Cl)cc12 | -0.3 | 17 | 21 | -19 | -3 | -7 | -5 | -2 | 11 | -8
CCCCNC(=O)C[C@@H]1C[C@@]2(C(=O)OC)CCCCC=C2N(Cc2ccc(Cl)cc2Cl)C1=O | 0.1 | x | x | 2 | -9 | x | x | -13 | 7 | x
Cc1ccc(S(=O)(=O)N2CCCOC2CNC(=O)C(=O)NC2CCCCC2)cc1 (centres undefined) | 0.0 | -1 | 19 | 0 | 0 | -17 | -11 | -3 | -5 | 6
COc1cc(N)c(Cl)cc1C(=O)OCC(=O)Nc1ccc(N2CCOCC2)cc1 | 0.2 | 6 | x | 3 | -3 | 2 | 5 | -8 | -4 | x
COc1ccc(/C=C/C(=O)OCC(=O)NCCNC(=O)COC(=O)/C=C/c2ccc(OC)cc2)cc1 | 1.6 | -16 | 14 | -3 | 2 | -10 | 4 | -1 | 10 | -2
O=C(CSc1nc(C(F)(F)F)cc(=O)[nH]1)Nc1cccc2ccccc12 | -1.2 | 1 | x | -6 | -7 | -4 | 8 | -1 | 5 | x
COc1cc(O)c(C(CCN2CCOCC2)c2ccc(N(C)C)cc2)c(OC)c1 (centres undefined) | 0.4 | 9 | 30 | -10 | 3 | 33 | -3 | -4 | 8 | x
Cc1nc2c(sc3nc4c(cc32)COC(C)(C)C4)c(=O)n1CC(=O)NCc1ccco1 | 0.4 | 4 | x | x | 0 | 7 | -7 | -3 | x | 0
COc1ccc(C(=O)N2CCN(C3CCCCC3)CC2)c(OC)c1 | 0.4 | 0 | 18 | -9 | 2 | 2 | -11 | 0 | -7 | -4
COc1ccccc1C(=O)Nc1c(-c2ccccc2)nc2ccccn12 | 3.8 | 3 | x | -10 | 17 | 4 | 1 | 7 | -10 | 1
CCOC(=O)N1CCc2c(sc(NC(=O)CN(CC)CC)c2C#N)C1 | 2.0 | -24 | 1 | 8 | u | -16 | 0 | -1 | 3 | -1
CCCC(CCC)c1nc2ccncc2[nH]1 | 3.2 | -18 | 24 | 14 | 41* | -7 | 4 | 0 | 9 | 1
CCC(C)[C@H](NC(=O)NC(C)C)C(=O)O (some centres undefined) | -0.5 | 3 | -11 | -1 | -13 | -6 | -8 | -3 | -14 | -3
Cc1ccc(-n2nc(C)c3c(C)c(CCC(=O)O)c(C)nc32)cc1C | -0.8 | -10 | 24 | 0 | -9 | 5 | -3 | 9 | -8 | -5
CCCc1cc(=O)[nH]c(SCC(=O)Nc2c(C)n(C)n(-c3ccccc3)c2=O)n1 | 0.1 | 9 | x | 7 | 2 | -5 | 6 | 6 | -4 | x
Fc1cccc(COc2ccccc2CNc2ccccc2)c1 | -0.7 | -4 | 6 | 7 | -9 | -45 | 0 | -2 | -5 | 2
COc1ccc(C(c2nnnn2C(C)(C)C)N2CCN(C/C=C/c3ccccc3)CC2)cc1 (centres undefined) | 1.0 | x | x | -6 | 0 | x | x | -4 | 17 | x
CC(=O)c1cc(C#N)c(SCc2ccccc2C#N)nc1C | -1.0 | 1 | 13 | -4 | -8 | -15 | 3 | -2 | -10 | -1
Cn1nnnc1NCc1cccc(Cl)c1 | 0.1 | 11 | 29 | -2 | 0 | -7 | -3 | -1 | -6 | 4
Cc1ccc(S(=O)(=O)C2CS(=O)(=O)CC2O)cc1 (centres undefined) | 0.4 | 8 | 12 | -2 | 3 | -3 | -1 | 11 | -10 | -3
Cc1ccc2nc(NC(=O)C3CCN(S(=O)(=O)c4cccs4)CC3)sc2c1 | -1.2 | -12 | 10 | 13 | -19 | 2 | -41 | -13 | -11 | -3
CCC(CC)c1nc(C(N)=O)c2[nH]c(=O)n(-c3ccc(OC)c(OC)c3)c2n1 | -0.6 | 7 | 4 | 4 | 4 | -16 | 0 | 2 | 7 | 4
Cc1ccc(NC(=O)CC2S/C(=N/N=C/c3ccco3)NC2=O)cc1Cl (centres undefined) | 0.1 | -7 | 8 | 2 | -4 | x | -11 | -3 | 0 | 9
CCOc1ccc(N(C(C)C(=O)NC(C)CC)S(C)(=O)=O)cc1 (centres undefined) | -0.2 | 10 | 32 | -5 | -1 | -6 | 0 | 2 | -2 | -3

The last two compounds of the part before are carried over, then new ones follow:
canonical_smiles | BoNT A protease | MazF activator | VHR inh abs | PrPC TRFRET | BoNT F protease | SSB-PriA inh | Rv3671c inh | Anthrax LF inh2 | CCHFV vOTU inh | SARS 3CLpro inh
Cc1ccc(NC(=O)CC2S/C(=N/N=C/c3ccco3)NC2=O)cc1Cl (centres undefined) | 0.1 | -7 | 8 | 2 | -4 | x | -11 | -3 | 0 | 9
CCOc1ccc(N(C(C)C(=O)NC(C)CC)S(C)(=O)=O)cc1 (centres undefined) | -0.2 | 10 | 32 | -5 | -1 | -6 | 0 | 2 | -2 | -3
O=C(O)c1ccc(NCc2cccc(Br)c2)cc1 | -0.6 | 2 | 42 | 10 | -8 | 5 | 9 | 2 | 10 | 1
CC[C@]12c3[nH]c4ccc(Cl)cc4c3CCN1C(=O)[C@@H](CC(=O)NCc1ccco1)C[C@@H]2C(=O)N1CCN(C(=O)c2ccco2)CC1 | 0.0 | 11 | x | -10 | -4 | 9 | x | -3 | 1 | x
Cc1ccc(NC(=O)CN(C)S(=O)(=O)c2cccc3cccnc23)cc1C | 1.3 | -1 | 29 | 3 | -3 | -11 | -4 | -2 | 3 | 2
Cn1nc(C(=O)NC2CCCCCC2)ccc1=O | u | 3 | 29 | 0 | -4 | -13 | -4 | -2 | 4 | 1
CCn1ncc(Cl)c1C(=O)NC(=S)Nc1ccccc1Br | -0.5 | 2 | -4 | 0 | 4 | -4 | -13 | -1 | 1 | 6
O=C(CCCn1nnnc1CN1CCOCC1)N1CCN(c2ccccc2F)CC1 | 1.2 | 6 | 6 | -8 | 2 | -5 | -1 | -2 | 0 | -2
Cc1cc(Br)c(NC(=O)CCl)c(Br)c1 | 0.0 | 8 | 0 | -12 | 1 | -2 | -1 | -1 | 4 | 6
Cc1cc(Br)c(NC(=O)COn2nnc3ccc(S(C)(=O)=O)cc32)c(Br)c1 | -0.8 | -3 | 14 | 2 | 0 | 0 | 0 | 1 | -5 | 12*
Cc1nnc(N2C(=O)C(=O)/C(=C(/O)c3ccc4c(c3)CC(C)O4)C2c2ccccc2F)s1 (centres undefined) | x | -13 | -13 | 1 | x | x | -9 | x | 7 | 1
Cc1ccccc1-c1nc(CS(=O)CC(=O)NCc2ccccc2)c(C)o1 (centres undefined) | 0.3 | 11 | 32 | -3 | 1 | -18 | 5 | 0 | 1 | -4
COc1ccc(/C=N/NC(=O)c2[nH]ncc2Br)c(OC)c1 | 0.1 | -9 | 10 | 6 | 0 | x | -5 | 0 | -5 | 4
CC(C)(C)Cc1c(-c2ccc(Cl)cc2)nc2ccc(Br)cn12 | -0.4 | 0 | x | -1 | -3 | x | x | -7 | 5 | x
O=C1CSC(=S)N1N=Cc1cccc(OCc2ccccc2)c1 | -0.1 | -14 | x | 1 | -4 | x | x | -11 | 24 | x
O=c1[nH]cnc2cc(-c3ccc(Br)cc3)sc12 | -2.0 | 25 | 22 | 5 | 3 | -8 | -35 | 1 | 7 | 1
O=C1NC2(CCCCCC2)Cc2ccccc21 | 2.1 | 9 | -2 | 8 | 9 | -3 | 0 | -3 | -9 | -1
CCc1noc(C)c1C(=O)NCCc1ccc(F)cc1 | x | 3 | x | -4 | x | -4 | 1 | x | 11 | x
COC(=O)Cn1c(O)c(N=NC(=O)CNC(=O)COc2cccc(C)c2)c2ccccc21 | 0.3 | 8 | -6 | -4 | 3 | 0 | -6 | -3 | -9 | 0
NC(=O)c1sc2nc3c(cc2c1N)CCCCCC3 | u | 11 | 9 | -1 | u | 10 | -4 | -4 | -3 | -4
CCOC(=O)c1ccccc1NC(=O)Cn1cnc2c(oc3ccccc32)c1=O | 0.0 | 41 | -18 | -2 | -7 | -2 | -3 | -4 | 1 | 3
O=C(c1ccccc1)c1cccc2ccccc12 | 0.8 | -4 | x | 2 | 6 | -10 | x | -1 | 2 | x
Cn1cc([N+](=O)[O-])c(C(=O)NNC(=O)c2ccc([N+](=O)[O-])cc2Cl)n1 | -0.8 | 0 | 13 | -25 | -2 | -18 | 4 | 0 | 5 | -7
Cc1ccc(Cl)cc1N1CCN(C(=O)COc2ccc3c(c2)CCC3)CC1 | -0.5 | -14 | 28 | 0 | -1 | -7 | -4 | 0 | 30* | 2
COc1ccccc1NC(=O)c1nnn(Cc2ccccc2)c1NC(=O)C(F)(F)F | 2.1 | -2 | 11 | 18 | 6 | -6 | -4 | -6 | 10 | 3
Cc1cc(C)n(-c2cc(N3CCN(S(=O)(=O)c4ccc(Cl)cc4)CC3)ccc2[N+](=O)[O-])n1 | 0.2 | -3 | 3 | -15 | 1 | 7 | -5 | -3 | -3 | -1
O=C(CCc1nnc2n(Cc3ccc(F)cc3)c(=O)c3ccccc3n12)NCCN1CCOCC1 | -0.3 | 7 | 13 | -9 | 2 | 5 | -6 | -8 | 7 | -3
CN(C)CCCNC(=O)C(=O)Nc1cc2c3c(c1)CCC(=O)N3CCC2 | 0.7 | 1 | 1 | 2 | 1 | 0 | -8 | -2 | -1 | -6
O=C1NCN(c2ccccc2)C12CCN(C(CCc1ccccc1)c1nnnn1C1CCCCC1)CC2 (centres undefined) | -0.1 | x | x | -1 | -3 | x | x | -11 | 14 | x
Cc1cc(/C=N\NC(=O)CC(=O)NC2CCCCC2)c(C)n1-c1ccc(Cl)cc1 | -1.2 | -5 | -1 | x | -10 | x | 2 | -3 | x | -3
O=C(Cn1c(=O)c(C(F)(F)F)nc2ccccc21)N1CCC2(CC1)OCCO2 | 0.7 | 7 | 11 | -26 | -6 | -11 | -5 | 1 | -24 | 2
CCN1CCc2nc(NC(=O)c3cc(F)c(F)cc3Cl)sc2C1 | 1.4 | -11 | 36 | -6 | 0 | -3 | -15 | 1 | -7 | 3
N#Cc1cccc(C(Br)S(=O)(=O)c2ccccc2)c1 (centres undefined) | -0.2 | 3 | x | -3 | -4 | x | x | -2 | 8 | x
CC1Sc2ccc(S(=O)(=O)N3CCC(C(=O)NCc4ccc(Cl)cc4)CC3)cc2NC1=O (centres undefined) | 0.4 | 8 | 12 | 9 | 3 | 2 | -14 | 0 | 0 | 6
O=C(c1cccc(NS(=O)(=O)c2ccccc2)c1)N1CCN(c2ccccc2)CC1 | -0.3 | 6 | x | 0 | -4 | -2 | -9 | -5 | 4 | x

Some of the compounds tested; the hit share may differ from the screen's.
